Assay outcomes (PubChem)
Insulin prom up: MIN6 insulin promoter up-regulation | MIN6 insulin promoter-GFP reporter, high-content imaging; stronger effect = higher value | z-score at 5 µM | 190,000 compounds, 0.3% hits | AID 1625;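 active = z-score above 3 at 5 µM with at least 500 cells counted in the well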
XIAP antagonists: small molecules displacing peptide from XIAP – biochemical, IAP family, fluorescence polarization (AID 1018); XIAP BIR domain, fluorescence polarization peptide displacement; higher % means a stronger effect; displacement, % at 20 µM, or IC50 in µM where a hit was titrated; 200,000 compounds, 0.007% hits; in the data active = displacement above about 50%; also: a part of the inactive calls stands beside numbers as strong as those of hits
MT stabilize HCS: microtubule stabilization, imaging screen. 200,000 compounds, 0.83% hits. HeLa tubulin immunostaining HCS, 24 h; share of cells brighter than vehicle mean+2SD. % tubulin-high responders, % at 10 µM;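 active = plate Z-score above 3 for both tubulin-high and condensed-nucleus cell shares, with cell loss under 80%, at 10 µM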;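 also: anti alpha tubulin signal scored within the nucleus-defined area of each cell; some results filed as inactive read as strong as hits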
WT yeast gro inh: growth inhibition of WT yeast, mitochondrial fusion screen. inhibition, % at 10 µM. mitochondrial fusion phenotypic screen, WT strain. 190,000 compounds, 2.1% hits. AID 1362; in the data active = inhibition above about 58%; tested in S. cerevisiae
ER stress rescue: rescue of cells from ER stress-induced death, primary screen, 384-well, CSM14.1, thapsigargin, ATP luminescence (AID 1222); CSM14.1 thapsigargin-induced death rescue, ATP luminescence; higher % means a stronger effect; cellular ATP content (survival), % at 20 µM; hits with a dose series show EC50 in µM; 190,000 tested, under 10 active;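 active = EC50 below 50 µM in the dose-response confirmation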;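 also: death triggered by thapsigargin at about 15 µM added after 2 h compound pretreatment; cell ATP read after overnight thapsigargin exposure of roughly 18 to 22 hours; normalized against plate controls of thapsigargin alone and 5% DMSO vehicle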
b-catenin transl: alters nuclear translocation of beta-catenin in HeLa cells. immunofluorescence imaging. nuclear translocation activity, % at 5 µM. 190,000 compounds, 0.3% hits. AID 1665;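 active = nuclear translocation activity above 50% at 5 µM, with a well cell count of 50 or more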;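 also: per-cell ratio of nuclear to cytoplasmic median beta-catenin stain intensity; plate controls were DMSO negative control for no effect and GSK-3 inhibitor IX positive control for full effect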
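Assay system: human HeLa cells, native beta-catenin; doses: 5 µM primary, 0.02–20 µM confirmation; incubation: compound treatment 24 h, 37°C, 5% CO2; technique: fluorescence imaging of beta-catenin antibody stain plus DAPI; measure: % activation, nuclear-to-cytoplasmic median beta-catenin signal ratio per cell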
Autophagy HCS: modulators of autophagy; AID 463193; 190,000 compounds, 0.98% hits; MEF GFP-LC3 puncta imaging; test concentration mostly 10 µM; calls only at 10 µM (by protocol);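 active = percentage of spot-positive cells more than 3 SD above its plate mean, without a fluorescence outlier flag or 80% toxicity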;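 also: spot-positive cell cutoff set from DMSO-treated cells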
Dynein transport: blocks dynein driven cargo transport along microtubules. 220,000 compounds, 0.47% hits. 3617.4 mouse cells, GR-EGFP nuclear translocation imaging; test concentration mostly 20 µM; stimulated with dexamethasone, 1 µM; stronger effect = lower value. z-score, hits read low;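 active = plate z-score of nuclear minus cytoplasmic receptor signal below a set negative limit, without overly bright fluorescence or cell loss, cut at about -3.5 in these data, passing the limit was not always enough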;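 also: z-score of nuclear minus cytoplasmic ring GR-EGFP intensity difference per well; some compounds called inactive have numbers as strong as hits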
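Buffer or medium: tet-free medium with charcoal-stripped serum / Also added: dexamethasone agonist, 1.0 µM final, for 30 min / Timing: induction 48 h, compound 1 h, agonist 30 min / Measured by: high-content fluorescence imaging after fixation / Read-out: nuclear-to-cytoplasmic GR-EGFP distribution per well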
Hep lipid drop: hepatic lipid droplet formation modulation. 240,000 compounds, 0.4% hits. AML12 mouse hepatocytes, oleate lipid droplets, BODIPY imaging. inhibition, % at 6.5 µM;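 active = lipid droplet intensity inhibited by at least 50%, with more than 500 cells counted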
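Material – AML12 mouse liver cells · Also added – oleate loading, 100 µM · Compound dosing – 6.5 µM single-point dosing · Times – overnight treatment with compound plus oleate · Measured by – fluorescence imaging, 20x objective, two fields per well · Read-out – percent inhibition of filter-corrected integrated lipid droplet intensity per well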
WT yeast gro inh mutant strain: further read-out of WT yeast gro inh, marked with its call; inhibition, %; mitochondrial fusion phenotypic screen, mutant strain inhibition
Dynein transport cytoplasmic EGFP: second read-out of Dynein transport, no call of its own (marks repeat the call); z-score; measured here: cytoplasmic GR-EGFP intensity; stronger effect = higher value
Dynein transport nuclear GR-EGFP: second read-out of Dynein transport, no call of its own (marks repeat the call); z-score; measured here: nuclear GR-EGFP intensity;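 lower value marks the stronger effect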
Dynein transport cell count: recorded beside Dynein transport, whose call it bears; z-score; measured here: cell count per field
Insulin prom up cell count: further read-out of Insulin prom up, marked with its call; cell count; measured here: cytotoxicity, nuclei count;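 total cells summed across four imaged fields per well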
Hep lipid drop cells 6.5 µM: also measured in Hep lipid drop; calls as there; cell count; measured here: cell count, cytotoxicity flag;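 cells counted across two imaged fields per well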
b-catenin transl cell count 5 µM: second read-out of b-catenin transl, no call of its own (marks repeat the call); cell count; measured here: cell count, cytotoxicity flag
MT stabilize HCS Hoechst-high %: recorded beside MT stabilize HCS, whose call it bears; % Hoechst-high responders; measured here: nuclear condensation Hoechst responders;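 share of cells brighter than vehicle mean plus two SD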
MT stabilize HCS cytotoxicity %: also measured in MT stabilize HCS; calls as there; toxicity, %; measured here: cytotoxicity by cell density;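 0% = mean cell density of plate MIN control wells and 100% = no cells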
Autophagy HCS cell loss 18 h: also measured in Autophagy HCS; calls as there; toxicity, %; measured here: cell loss, nuclei count;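 cell loss after 18 h compound exposure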
Active calls of the source: *; i = inactive; / = not tested or not shown.

SMILES	Insulin prom up	Insulin prom up cell count	XIAP antagonists	MT stabilize HCS	MT stabilize HCS Hoechst-high %	MT stabilize HCS cytotoxicity %	WT yeast gro inh	WT yeast gro inh mutant strain	ER stress rescue	b-catenin transl	b-catenin transl cell count 5 µM	Autophagy HCS	Autophagy HCS cell loss 18 h	Dynein transport	Dynein transport cytoplasmic EGFP	Dynein transport nuclear GR-EGFP	Dynein transport cell count	Hep lipid drop	Hep lipid drop cells 6.5 µM
Cc1nnc(SCc2ccccc2Cl)n(N)c1=O	/	/	-9.8%	3.4	2.3	10	4	0	-3.0%	-2.5	1155	i	0	-0.66	-0.33	-0.25	0.65	-8	719
CN(/N=C/c1ccc(Br)o1)C1=NS(=O)(=O)c2ccccc21	0.04	1242	-4.3%	3.2	2.6	4.0	-8	-18	-0.4%	0.1	1167	i	10	-1	-0.16	-0.48	0.58	12	712
CCc1nnc(N/N=C/c2ccc(-c3ccc([N+](=O)[O-])cc3)o2)n1N	0.51	1278	-6.7%	2.6	2.3	3.2	-2	-2	-1.3%	1.2	1137	i	-4	-0.33	-0.16	-0.0023	0.51	-14	717
CCOc1ccc(OCC)c(NC(=O)C2CCCN(S(=O)(=O)c3c(C)noc3C)C2)c1 (stereo not drawn)	-0.06	1127	-3.8%	3.1	1.7	6.2	-4	3	-1.1%	-2.4	913	i	18	-0.71	-0.42	-0.41	0.087	/	/
CC(=O)C1=C(c2ccccc2)OC(N)=C(C#N)C1c1ccccc1F (stereo not drawn)	-0.28	1437	-5.1%	1.8	3.3	5.1	-19	-8	-0.7%	1.9	1099	i	-16	-0.84	-0.3	-0.71	0.96	12	610
O=C(/C=C/c1cccc([N+](=O)[O-])c1)c1cccs1	-0.06	1306	-1.7%	2.2	2.7	11	10	13	-1.8%	0.9	915	i	5	-0.87	-0.24	-0.7	0.38	-1	634
COc1ccc(CNc2nc3ccccc3n2CCN2CCOCC2)cc1	/	/	2.2%	3.6	3.0	9.0	20	11	-2.2%	-1.5	1144	i	0	-0.79	-0.093	-0.34	0.78	-8	742
CCCCOc1ccc(NC(=O)Cn2c(=O)ccc3c(C)cc(C)nc32)cc1	/	/	-5.1%	3.3	0.9	4.6	-15	-5	-0.6%	-1.2	530	i	-6	1.5	-0.19	1.1	0.34	66*	726*
O=C(Nc1cccc(Cl)c1)NC1CCCCC1	-0.47	1411	-0.7%	3.5	2.2	8.1	25	15	-0.1%	-4.1	975	i	1	-0.12	-0.21	0.1	0.17	/	/
CC(C)CN(CC(C)C)C1=N/C(=C\c2ccco2)C(=O)N1c1ccccc1	0.6	1427	-3.0%	2.3	1.6	12	20	5	-1.3%	-0.5	1135	i	-22	-0.88	-0.23	0.15	1.5	/	/
O=C(NC(=S)NCC1CCCO1)c1ccc([N+](=O)[O-])cc1 (stereo not drawn)	0.25	1285	-2.7%	2.1	1.9	6.8	4	-1	-1.3%	-4.3	543	i	16	0.71	0.39	1.4	-2.4	-36	655
Cc1[nH]c2ccccc2c(=O)c1SC(F)(F)C(F)C(F)(F)F (stereo not drawn)	-0.7	1663	-9.1%	3.5	1.1	6.6	44	9	-0.6%	-0.2	1341	i	-3	-0.51	-0.2	-0.47	0.44	/	/

2 of the compounds above, with two lines to a compound.
Each structure is followed by: Insulin prom up	Insulin prom up cell count	XIAP antagonists	MT stabilize HCS	MT stabilize HCS Hoechst-high %	MT stabilize HCS cytotoxicity %	WT yeast gro inh	WT yeast gro inh mutant strain	ER stress rescue	b-catenin transl	b-catenin transl cell count 5 µM	Autophagy HCS	Autophagy HCS cell loss 18 h	Dynein transport	Dynein transport cytoplasmic EGFP	Dynein transport nuclear GR-EGFP	Dynein transport cell count	Hep lipid drop	Hep lipid drop cells 6.5 µM
> COc1ccc(CNc2nc3ccccc3n2CCN2CCOCC2)cc1
 : /	/	2.2%	3.6	3.0	9.0	20	11	-2.2%	-1.5	1144	i	0	-0.79	-0.093	-0.34	0.78	-8	742
> CCOc1ccc(OCC)c(NC(=O)C2CCCN(S(=O)(=O)c3c(C)noc3C)C2)c1 (stereo not drawn)
 : -0.06	1127	-3.8%	3.1	1.7	6.2	-4	3	-1.1%	-2.4	913	i	18	-0.71	-0.42	-0.41	0.087	/	/

(list continues)
SMILES	Insulin prom up	Insulin prom up cell count	XIAP antagonists	MT stabilize HCS	MT stabilize HCS Hoechst-high %	MT stabilize HCS cytotoxicity %	WT yeast gro inh	WT yeast gro inh mutant strain	ER stress rescue	b-catenin transl	b-catenin transl cell count 5 µM	Autophagy HCS	Autophagy HCS cell loss 18 h	Dynein transport	Dynein transport cytoplasmic EGFP	Dynein transport nuclear GR-EGFP	Dynein transport cell count	Hep lipid drop	Hep lipid drop cells 6.5 µM
COc1ccc(C)cc1NC(=O)CN(C)S(=O)(=O)c1cccs1	-0.84	978	2.2%	1.2	1.3	13	-1	-8	-0.5%	/	/	i	-20	-0.32	0.17	0.095	1	/	/
CCc1cc2cc(C)cc(C)c2nc1SCC(=O)N1CCCC1	/	/	-1.3%	4.5	2.1	7.5	-22	-18	-1.1%	0.4	1000	i	-1	1.2	-0.24	0.74	0.24	-2	743
CCCNC(=O)N1CCN(S(C)(=O)=O)CC1	0.08	1481	-0.6%	3.0	2.3	5.2	-8	5	-0.8%	-0.2	1515	i	5	0.72	-0.37	0.35	-1.4	8	716
COCCSc1nnc(NC(=O)c2ccc(NC(=O)C(C)C)cc2)s1	-0.1	1517	-8.5%	3.6	3.0	3.3	1	-2	0.6%	-0.6	1059	i	-3	0.37	-0.28	0.003	-0.65	16	738
Cc1noc(C)c1C(=O)OCC(=O)NC(=O)NC12CC3CC(CC(C3)C1)C2	2	1963	-5.2%	5.0	2.5	11	-4	-11	1.3%	-6.3	677	i	-12	i	/	/	-4.6	/	/
Nc1c(S(=O)(=O)c2cccs2)c2nc3ccccc3nc2n1/N=C/c1cccc(O)c1	-1.9	1075	-2.4%	65	0.5	59	14	8	-7.4%	8.3	574	i	-23	-0.54	-0.19	-0.18	0.39	/	/
O=S(=O)(c1cc(Br)c(Cl)s1)N1CCCC1	0.42	1418	/	/	/	/	/	/	/	-1.2	990	/	/	1.4	-0.27	0.46	-0.7	-10	695
COc1ccc(NC(=O)CSc2nnc(C3CCCCC3)n2N)cc1	-0.4	1216	/	/	/	/	/	/	/	-0.2	1390	/	/	0.79	0.015	0.38	-0.53	2	740
CC(C)(C)c1cc[n+](CC(=O)Nc2cc(C(F)(F)F)ccc2N2CCOCC2)cc1	0.22	1270	-9.6%	1.2	1.9	5.7	-5	-11	-1.1%	-3.1	1107	i	3	1.1	-0.29	0.34	0.21	-2	666
CCn1cc(C2=NOC(C(=O)Nc3cccc(C(C)=O)c3)C2)c(C)n1 (stereo not drawn)	1.6	504	-8.7%	6.3	2.7	5.2	-2	-26	-1.1%	-0.1	1369	i	13	0.49	-0.21	0.6	0.37	/	/
Cc1ccc(C(=O)Nc2c(C)cc(-c3ccc(Cl)cc3)oc2=O)cc1	/	/	-14%	3.7	2.1	8.4	7	3	3.8%	/	/	i	10	1.4	-0.078	0.67	-2.6	/	/
CCOC(=O)CNC(=O)CSc1nc2ncc(Br)cc2[nH]1	/	/	-7.0%	3.8	2.7	13	-7	12	1.3%	-0.7	782	i	-6	-0.44	-0.23	0.087	-0.27	/	/
Cn1c(=O)oc2cc(S(=O)(=O)N3CCC(C(=O)NCC4COc5ccccc5O4)CC3)ccc21 (stereo not drawn)	1.1	928	-1.5%	4.9	2.1	7.6	12	6	-1.5%	/	/	i	5	0.86	-0.26	0.83	-0.55	/	/
Cc1ccc(C(=O)NNC(=O)C2CCCN(c3ncccn3)C2)cc1 (stereo not drawn)	0.02	1530	-2.1%	2.8	2.7	5.0	-2	22	-0.7%	-1.2	1372	i	13	-0.71	-0.094	-0.54	0.064	/	/
Cc1ccc(S(=O)(=O)N2CCSC2=Nc2ccccc2)cc1	1.3	978	/	/	/	/	/	/	/	1.6	1311	/	/	0.1	-0.77	-0.15	-0.63	-8	617
CC(=O)c1c(C)n(-c2ccccc2)c2ccc(O)cc12	-0.3	1253	-6.8%	2.4	0.8	5.5	0	-6	7.0%	0.5	1198	i	-2	0.88	-0.059	0.41	-1.4	-16	710
CCC(C)NS(=O)(=O)c1ccc(OCC(=O)NCc2cccnc2)cc1 (stereo not drawn)	1.8	880	-4.5%	0.5	1.5	8.7	-3	11	-3.3%	-1.6	1102	i	1	-0.38	-0.18	-0.34	0.27	2	710
Cc1cc(C)n(C2CC(=O)N(c3ccccc3)C2=O)n1 (stereo not drawn)	0.28	1169	-0.2%	3.3	2.2	6.8	3	11	9.0%	0.1	1180	i	3	-0.28	-0.26	-0.11	1.3	4	696
CCOC(=O)C1(Cc2ccc(OC)cc2)CCN(C(=O)CN2CCN(CC)CC2)CC1	0.47	1437	-6.3%	4.0	2.0	8.0	2	0	-1.4%	-2.4	894	i	9	-0.38	-0.31	-0.38	0.89	-12	684
Cc1cc(C(=O)CSc2nncs2)c(C)n1-c1c(C)n(C)n(-c2ccccc2)c1=O	0.2	1307	-5.5%	1.6	1.2	9.0	-4	-3	-2.6%	-3.0	985	i	-19	-0.18	-0.23	-0.078	0.55	/	/
N#Cc1c(NC(=O)CSc2nnnn2C2CCCC2)sc2c1CCCC2	0.71	983	0.7%	1.7	0.6	41	-2	6	/	1.4	1041	i	-6	-0.93	0.012	-0.56	0.26	1	638
O=C(N/N=C\c1ccc(Cl)cc1)C1=NOC2COC3(CCN(c4ccc([N+](=O)[O-])cc4)CC3)OCC12 (stereo not drawn)	0.29	826	/	/	/	/	/	/	/	-0.7	1326	/	/	1.1	-0.2	1.3	-1.7	-3	630
